APE1 inh – blocks human APE1 abasic DNA cleavage. recombinant APE1, TAMRA/BHQ-2 abasic DNA cleavage fluorescence. AID 2517. Potency, µM (highest dose often 65.8 µM), inactives show at the highest dose activity change, negative = inhibition, most hits filed as inhibitors. 0.35% of 350,000 active;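 also: plate controls were vehicle for no effect and reference inhibitor for full effect; nearly all actives have a fitted effect of over 55% in size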
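Kinetic fluorescence read (525 ex/598 em nm, three reads 60 s apart) of AP-site incision; signal = third minus first read. Enzyme 0.75 nM, dual-labelled THF duplex 50 nM, compound preincubation 15 min RT.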
POLH inh – blocks human DNA polymerase eta activity | Potency, µM (series often up to 114 µM), for inactives: at the top dose activity change, negative = inhibition, usual class: inhibitors | 1.2% of 390,000 active | recombinant Pol eta, fluorescent DNA replication assay | AID 588591; also: % is scaled to controls: 0 for no effect and ±100 for the full control effect
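Pol eta at 10 nM preincubated with compounds 15 min at room temperature; reaction started with fluorescent substrate (50 nM final) and read kinetically at 0 and 10 min.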
Pol iota inh – DNA polymerase iota (human) inhibition. Potency, µM (series often up to 115 µM), inactives show top-dose activity, negative = inhibition, actives largely listed as inhibitors. Q9UNA4. Pol iota fluorescent replication assay, 10 min. 1% of 390,000 active
Target sequence (Q9UNA4 whole entry, looked up): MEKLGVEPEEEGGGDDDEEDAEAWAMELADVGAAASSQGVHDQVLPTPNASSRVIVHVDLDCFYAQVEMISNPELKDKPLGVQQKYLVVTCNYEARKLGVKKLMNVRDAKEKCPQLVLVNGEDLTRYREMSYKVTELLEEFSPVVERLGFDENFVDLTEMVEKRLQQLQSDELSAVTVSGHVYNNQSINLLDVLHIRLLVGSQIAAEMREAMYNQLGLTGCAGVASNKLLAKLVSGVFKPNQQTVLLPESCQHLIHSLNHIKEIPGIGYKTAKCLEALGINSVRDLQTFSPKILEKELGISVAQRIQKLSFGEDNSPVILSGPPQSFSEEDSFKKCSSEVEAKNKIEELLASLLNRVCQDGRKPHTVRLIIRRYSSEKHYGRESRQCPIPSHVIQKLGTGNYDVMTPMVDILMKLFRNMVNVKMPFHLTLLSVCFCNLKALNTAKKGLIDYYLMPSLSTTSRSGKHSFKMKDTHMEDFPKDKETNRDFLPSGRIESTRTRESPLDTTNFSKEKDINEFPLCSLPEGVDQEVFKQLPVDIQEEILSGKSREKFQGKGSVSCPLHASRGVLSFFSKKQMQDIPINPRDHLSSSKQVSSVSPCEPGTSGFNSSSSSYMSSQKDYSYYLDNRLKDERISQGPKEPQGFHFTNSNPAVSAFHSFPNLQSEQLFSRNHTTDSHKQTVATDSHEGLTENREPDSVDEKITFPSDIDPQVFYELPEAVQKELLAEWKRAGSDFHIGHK
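Pol iota at 10 nM preincubated 15 min with compounds at room temperature; reaction started with fluorescent substrate, 50 nM final. Fluorescence read kinetically at 0 and 10 min; buffer-only wells as negative control.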
BLM inh – Bloom syndrome helicase (human) inhibition; AID 2528; recombinant BLM DNA unwinding, fluorescence dequenching; Potency, µM (top dose mostly 56.1 µM), without a hit: top-dose activity change, negative = inhibition, usual class: inhibitors; P54132; 0.2% of 350,000 active;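 also: plate controls were vehicle for no effect and no enzyme for full effect; nearly all actives have a fitted effect of over 35% in size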
POLB inh – inhibitors of human DNA polymerase beta | Potency, µM (highest dose often 114 µM), without a hit: at the top dose activity change, negative = inhibition, usual class: inhibitors | Pol beta primer extension/strand displacement, fluorescence kinetic | 1.3% of 340,000 active | AID 485314 | P06746; also: % is scaled to controls: 0 for no effect and ±100 for the full control effect
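10 nM enzyme + cpd, 15 min RT; start with substrate 50 nM final; read 0 min and after 10 min RT. Corrected, normalized data; 4-parameter Hill curve fit.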
G9a block – inhibitors of human histone lysine methyltransferase G9a; Q96KQ7; G9a H3K9 monomethylation, AlphaScreen, 2 h; Potency, µM (titrated, usually from 102 µM), inactives show top-dose activity, negative = inhibition, actives largely listed as inhibitors; 8.8% of 350,000 active; AID 504332; also: % is scaled to controls: 0 for no effect and ±100 for the full control effect; nearly all actives have a fitted effect of over 75% in size
Target sequence (Q96KQ7 913-1193 limits assumed): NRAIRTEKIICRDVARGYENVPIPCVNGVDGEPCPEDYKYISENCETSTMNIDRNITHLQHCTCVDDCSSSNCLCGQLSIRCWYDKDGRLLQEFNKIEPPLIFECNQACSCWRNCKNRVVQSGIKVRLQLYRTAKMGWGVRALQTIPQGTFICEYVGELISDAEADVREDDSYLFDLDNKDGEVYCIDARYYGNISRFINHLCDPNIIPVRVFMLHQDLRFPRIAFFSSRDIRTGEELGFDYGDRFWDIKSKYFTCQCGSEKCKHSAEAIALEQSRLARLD
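Methyltransferase reactions run at room temperature for 2 h (20 nM enzyme, 500 nM biotin-H3K9 peptide, 20 uM SAM) after a 15 min compound preincubation; product detected by AlphaScreen beads and anti-H3K9me1 antibody.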
JMJD2A Tudor – JMJD2A Tudor domain (human) inhibition. O75164. 4.4% of 390,000 active. AlphaScreen JMJD2A-Tudor / H3K4me3 peptide binding. Potency, µM (titrated, usually from 114 µM), without a hit: at the top dose activity change, negative = inhibition, usual class: inhibitors; also: % is scaled to controls: 0 for no effect and ±100 for the full control effect; nearly all actives have a fitted effect of over 50% in size
Pol kappa inh – blocks human DNA polymerase kappa activity; Q9UBT6; purified Pol kappa, fluorescent DNA synthesis assay, 10 min; Potency, µM (titrated, usually from 107 µM), inactives show top-dose activity, negative = inhibition, actives largely listed as inhibitors; 0.53% of 400,000 active; AID 588579; also: % is scaled to controls: 0 for no effect and ±100 for the full control effect
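Readout: fluorescence, taken kinetically at 0 and 10 min. Conditions: 10 nM Pol kappa, 15 min RT compound preincubation, 50 nM substrate final. Controls: enzyme-free buffer wells.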
BAZ2B block – blocks human BAZ2B. 4.4% of 360,000 active. AID 504333. Potency, µM (highest dose often 114 µM), for the others: top-dose activity change, negative = inhibition, usual class: inhibitors. Q9UIF8. AlphaScreen BAZ2B-H3K14Ac peptide displacement; also: % is scaled to controls: 0 for no effect and ±100 for the full control effect; nearly all actives have a fitted effect of over 60% in size
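Complex of BAZ2B and biotin-H3K14Ac (50 nM apiece) forms over 30 min at RT, then faces library compounds up to 110 uM for another 30 min; AlphaScreen beads added, 20 min dark incubation, luminescence read.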
Active calls of the source: *; ? = inconclusive; . = no result given; [ ] = dose if it differs, or a comment. Calls follow the shape of the dose curve; as a rule, active = well fitted curve in the direction sought with a large enough effect; inconclusive = small, poorly fitted or top-dose-only effect, or another doubt; inactive = no such curve, though single readings can be large; an effect the other way counts as inactive or inconclusive. Potency is read from the fitted curve at half-maximal effect. This is a subset; rates above refer to the full screens.

SMILES	APE1 inh	POLH inh	Pol iota inh	BLM inh	POLB inh	G9a block	JMJD2A Tudor	Pol kappa inh	BAZ2B block
NC(=O)C1CCN(c2nc(-c3cccc(N)c3)cs2)CC1	?	-3%	-12%	.	.	?	-18%	-4%	?
CC(C)(C)C1CCc2c(sc(NC(=O)Cn3nnc(-c4ccccc4Cl)n3)c2C#N)C1 (stereo unspecified)	.	.	?	-5%	?	-21%[59 µM]	-32%	-5%	-26%
CCOc1ccc(N=Nc2c(C)[nH]n(-c3ccccc3)c2=O)cc1	-7%	1%	13%	-1%	20%	1%[0.501 µM]	?	-12%	?
NNC(=O)COc1ccc(-c2n[nH]c(C(F)(F)F)c2-c2ccc(Br)cc2)c(O)c1	17%	-20%	12%	?	-13%	15%[59 µM]	-16%	-3%	-13%
NC(=O)C1CCN(c2ncnc3c(-c4ccccc4)nsc23)CC1	0%	-14%	28%	-2%	-7%	10%[12.7 µM]	-9%	-5%	-3%
Nc1cccc(-n2nnnc2CN2CCOCC2)c1	1%	-14%	0%	-2%	4%	2%[59 µM]	?	-4%	-24%
COc1ccc(S(=O)(=O)N2CCCCC2)cc1NC(=O)COc1ccccc1	-18%	-5%	24%	.	.	-9%[2.33 µM]	-10%	-21%	13%
Cc1cc(C)nc(NC(=O)c2cccc(Cl)c2)n1	5%	-1%	28%	-3%	22%	-10%	-13%	-13%	-1%
Cc1nccn1CC(O)Cn1c2ccccc2c2ccccc21 (stereo unspecified)	0%	-7%	-2%	-11%	18%	-47%[59 µM]	-33%	1%	7%
Cc1nc2nc(SCC(=O)N(Cc3ccccc3)C(C)C)nn2c(C)c1Cc1ccccc1Cl	.	-24%	3%	-7%	-9%	?	-10%	-3%	-18%
N#CC(c1ccc([N+](=O)[O-])cc1)C(CC(=O)c1ccccc1)c1ccccc1 (stereo unspecified)	.	-18%	34%[activator]	.	.	.	?	-18%	.
COc1ccc(N2Cc3ccc(C(=O)N/N=C\c4ccc(O)cc4O)cc3C2)cc1	-11%	.	.	-24%	?	28µM*	.	.	?
O=C(Cn1c(=S)[nH]c2ccccc2c1=O)NCCc1ccccc1	16%	-24%	88%[activator]	1%	20%	?	0%	-1%	-4%
Cc1onc(-c2ccccc2Cl)c1C(=O)N(Cc1ccc(N(C)C)cc1)C(C)C	.	-23%	35%[activator]	.	.	.	40µM*	-1%	.
Cc1nn(Cc2ccc(F)cc2)c(C)c1NC(=O)C1c2ccccc2Oc2ccccc21	-2%	-18%	68%[activator]	-1%	2%	-10%	1%	-3%	-29%
O=C(Nc1c(C(=O)N2CCOCC2)cnn1-c1ccccc1)c1ccccc1F	-5%	-20%	113%[activator]	-2%	?	-4%	12%	0%	-2%
COC(=O)CCC(=O)OC1(C)C(=O)C=C2C=C(C3CC3)N(CC(C)C)C=C2C1=O (stereo unspecified)	3%[12.4 µM]	.	.	-17%[12.4 µM]	-2%	-27%[59 µM]	.	.	?
COc1ccc2[nH]c(O)c(N=NC(=N)N)c2c1	13%	-7%	-1%	0%	11%	-7%[59 µM]	-19%	-2%	1%
CC(C)c1ccc(CN2C(=O)c3ccccc3S2(=O)=O)cc1	5%	-8%	2%	-9%	9%	74%[activator]	114%[activator]	-7%	38%
CC(=O)c1c(C)[nH]c(C(=O)Nc2ccc(Cl)cc2)c1C	-11%	-10%	9%	-5%	-8%	17%	-12%	-1%	-1%
Cc1ccc(S(=O)(=O)C2(C(=O)NCCc3ccccc3)CC2)cc1	61%[activator]	-23%	24%	-3%	3%	-2%	3%	4%	-1%
COc1ccc2[nH]c3c(c2c1)CCN1C(=O)C(CC(=O)NCc2ccco2)C[C@H](C(=O)N2CCCCC2)[C@@]31C (stereo partly specified)	28%	-4%	68%[activator]	.	.	.	-29%	7%	.
CC(C(=O)N1CCc2ccccc2C1)N(c1ccccc1)S(C)(=O)=O (stereo unspecified)	-2%	-9%	43%[activator]	-4%	0%	0%	-5%	6%	-7%
CN(C)c1ccc(CNc2ccccn2)cc1	17%	-2%	8%	-3%	44%	?	56µM*	-17%	50µM*
CC(=O)c1cccc(-n2nnnc2SCC(=O)Nc2ccccc2N2CCCCC2)c1	-6%	-11%	3%	-11%	?	-4%[12.7 µM]	-11%	-6%	-28%
Continuation.
SMILES	APE1 inh	POLH inh	Pol iota inh	BLM inh	POLB inh	G9a block	JMJD2A Tudor	Pol kappa inh	BAZ2B block
CC(=O)N1CCc2c(sc3c2c(=O)n(-c2ccccc2Cl)c(=O)n3C)C1	.	-16%	19%	1%	18%	-3%[59 µM]	-2%	-1%[60.1 µM]	-3%
Cc1ccccc1OCCn1cnc2c(N)ncnc21	4%	0%	4%	-2%	16%	-20%[59 µM]	-11%	-10%	-8%
COc1ccc(C2=NOC(Cn3nc(C(=O)NCc4ccc5c(c4)OCO5)cc3-c3ccccc3)C2)cc1 (stereo unspecified)	-2%	-16%	?	.	.	2%[2.33 µM]	-18%	3%	3%
CCCOc1ccc2oc(=O)c3c(c2c1)CCCN3C(=O)CN1CCc2ccccc2C1	-2%	-20%	-7%	-9%	6%	-14%	-28%	-20%	-8%
Cc1nc2cc(C(=O)NCc3ccc4c(c3)OCO4)ccc2n1-c1ccc(Br)cc1	-4%	-12%	10%	-9%	7%	-8%[59 µM]	-35%	-4%	?
O=c1c2cccnc2n(Cc2ccccc2F)c(=O)n1Cc1ccc(F)cc1	.	-19%	27%	-5%	14%	83%[activator][59 µM]	23%	5%	41%[activator]
CNc1nnc(C(F)(F)F)s1	-3%	-14%	59%[activator]	3%	1%	-18%	0%	-6%	-36%
CS(=O)(=O)c1ccc(Cl)c(NC(=O)CCN2C(=O)NC3(CCCC3)C2=O)c1	18%	-8%	5%	.	.	.	1%	-10%	.
Cc1ccc(S(=O)(=O)N(CC(=O)Nc2ccc(C)cc2C)C(=O)N2CCN(C)CC2)cc1	21%	-18%	49%[activator]	.	.	-4%[2.33 µM]	-3%	-2%	-5%
Nc1nc(CSc2ncn[nH]2)nc(Nc2ccc(F)cc2)n1	1%	-26%	22%	-1%	6%	1%	1%	-11%[60.1 µM]	-2%
CCOc1cccc(Nc2nn(-c3ccc(OC(F)(F)F)cc3)nc2C(C)=O)c1	.	-21%	30%	1%	14%	7%[59 µM]	-8%	-17%	1%
COc1ccc2nc(N3CCCC3)c(C#N)cc2c1	-3%	-18%	29%	-7%	0%	118%[activator]	63%[activator]	-2%	85%[activator]
CCn1c(SCC(=O)NC2CCCCC2)nc2c(c1=O)SCC2	11%	-4%	16%	0%	0%	16%	-20%	-19%	-4%
CCCNC(=O)N1CCN(S(=O)(=O)c2ccc(C)cc2)CC1	-1%	-5%	-15%	-1%	14%	18%[59 µM]	-9%	7%	1%
CCOCCOC(=O)c1[nH]c2c(c1C)C(=O)CC(c1cc(OC)c(OC)c(OC)c1)C2 (stereo unspecified)	11%	-17%	36%[activator]	1%	8%	14%	-20%	-3%	-8%
Cc1ccc(NC(=O)CN2CCN(CCN=CC3=C(O)CC(c4ccccc4)CC3=O)CC2)cc1 (stereo unspecified)	-2%	-8%	-4%	0%	18%	4%[59 µM]	3%	-2%	0%
COc1ccc(CCNC(=O)c2c(Cl)ccc(Cl)c2OC)cc1OC	1%	-19%	12%	2%	36%	.	-2%	13%	5%
Cc1cc(C(=O)OCC(=O)NCc2cccs2)ccc1[N+](=O)[O-]	0%	-17%	108%[activator]	.	.	.	-18%	-16%	.
CCc1nnc(N2C(=O)c3cccc4cccc(c34)C2=O)s1	12%	3%	26%	1%	-2%	16%[12.7 µM]	-6%	-5%	12%
CC1CCN(Cc2cnc(Cl)s2)CC1	3%	-10%	7%	1%	0%	14%[59 µM]	-21%[57.1 µM]	-12%	-2%

An excerpt of these results, field by field:
CNc1nnc(C(F)(F)F)s1
  APE1 inh = -3%
  POLH inh = -14%
  Pol iota inh = 59%[activator]
  BLM inh = 3%
  POLB inh = 1%
  G9a block = -18%
  JMJD2A Tudor = 0%
  Pol kappa inh = -6%
  BAZ2B block = -36%
CS(=O)(=O)c1ccc(Cl)c(NC(=O)CCN2C(=O)NC3(CCCC3)C2=O)c1
  APE1 inh = 18%
  POLH inh = -8%
  Pol iota inh = 5%
  BLM inh = .
  POLB inh = .
  G9a block = .
  JMJD2A Tudor = 1%
  Pol kappa inh = -10%
  BAZ2B block = .

Some of these compounds in order of SMILES length, low to high.
SMILES	APE1 inh	POLH inh	Pol iota inh	BLM inh	POLB inh	G9a block	JMJD2A Tudor	Pol kappa inh	BAZ2B block
CC1CCN(Cc2cnc(Cl)s2)CC1	3%	-10%	7%	1%	0%	14%[59 µM]	-21%[57.1 µM]	-12%	-2%
COc1ccc2nc(N3CCCC3)c(C#N)cc2c1	-3%	-18%	29%	-7%	0%	118%[activator]	63%[activator]	-2%	85%[activator]
CCc1nnc(N2C(=O)c3cccc4cccc(c34)C2=O)s1	12%	3%	26%	1%	-2%	16%[12.7 µM]	-6%	-5%	12%
COc1ccc(CCNC(=O)c2c(Cl)ccc(Cl)c2OC)cc1OC	1%	-19%	12%	2%	36%	.	-2%	13%	5%
Cc1cc(C(=O)OCC(=O)NCc2cccs2)ccc1[N+](=O)[O-]	0%	-17%	108%[activator]	.	.	.	-18%	-16%	.
CC(=O)N1CCc2c(sc3c2c(=O)n(-c2ccccc2Cl)c(=O)n3C)C1	.	-16%	19%	1%	18%	-3%[59 µM]	-2%	-1%[60.1 µM]	-3%
Cc1nc2cc(C(=O)NCc3ccc4c(c3)OCO4)ccc2n1-c1ccc(Br)cc1	-4%	-12%	10%	-9%	7%	-8%[59 µM]	-35%	-4%	?
CCOCCOC(=O)c1[nH]c2c(c1C)C(=O)CC(c1cc(OC)c(OC)c(OC)c1)C2 (stereo unspecified)	11%	-17%	36%[activator]	1%	8%	14%	-20%	-3%	-8%
Cc1ccc(NC(=O)CN2CCN(CCN=CC3=C(O)CC(c4ccccc4)CC3=O)CC2)cc1 (stereo unspecified)	-2%	-8%	-4%	0%	18%	4%[59 µM]	3%	-2%	0%
Cc1ccc(S(=O)(=O)N(CC(=O)Nc2ccc(C)cc2C)C(=O)N2CCN(C)CC2)cc1	21%	-18%	49%[activator]	.	.	-4%[2.33 µM]	-3%	-2%	-5%

Screening results (PubChem BioAssay)
